Compound activity (PubChem BioAssay)
L3MBTL1 inh: blocks human L3MBTL1. Q9Y468. AlphaScreen L3MBTL1–H3K9me1 peptide binding. Potency, µM (series often up to 57.1 µM), for inactives: at the top dose activity, negative = inhibition, hits mostly inhibitors. actives 0.66% (n = 230,000); further: on the % scale 0 is the no-effect control and ±100 the full control effect; nearly all actives have a fitted effect of over 60% in size
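AlphaScreen proximity signal between nickel-chelate acceptor and streptavidin donor beads (final 10 ug/mL) reports binding of 50 nM L3MBTL1 to 75 nM biotin-H3 K9me1 peptide; complex incubated with compounds 30 min at room temperature; cefsulodin titration as control.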
KDM4E inh: JMJD2E (human) inhibition; B2RXH2; JMJD2E catalytic domain, FDH-coupled NADH fluorescence (FDH is formaldehyde dehydrogenase); Potency, µM (highest dose often 57.1 µM), inactives show top-dose activity change, negative = inhibition, most hits filed as inhibitors; actives 1.6% (n = 230,000); AID 2147; active means well fitted inhibition curve with a large enough effect, not every such curve was filed as active; inconclusive means small, poorly fitted or top-dose-only effect, or another doubt; inactive means no such curve, though single readings can be large or run the other way;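 further: 0% = wells with enzyme and -100% = buffer wells without enzyme; nearly all actives have a fitted effect of over 50% in size; many of its hits are not listed in these tables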
Target sequence (B2RXH2 1-337 limits assumed): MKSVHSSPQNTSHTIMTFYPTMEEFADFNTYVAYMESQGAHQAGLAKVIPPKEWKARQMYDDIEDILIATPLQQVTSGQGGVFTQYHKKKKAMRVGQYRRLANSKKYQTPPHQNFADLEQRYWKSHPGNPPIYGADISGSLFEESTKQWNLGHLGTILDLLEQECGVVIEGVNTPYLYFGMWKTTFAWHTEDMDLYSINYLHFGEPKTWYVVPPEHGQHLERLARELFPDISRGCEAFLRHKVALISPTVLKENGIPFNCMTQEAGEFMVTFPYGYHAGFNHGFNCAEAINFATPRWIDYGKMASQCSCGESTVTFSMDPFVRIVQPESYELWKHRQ
SMN2 splice up: SMN2 splice variant enhancement | AID 1458 | actives 2.8% (n = 210,000) | Potency, µM (top dose mostly 46.1 µM), for the others: top-dose activity change, positive = activation, most hits filed as activators | HEK293 SMN2-luciferase splicing reporter, luminescence, 30-36 h; further: % of control where 0% means no effect; nearly all actives have a fitted effect of over 55% in size
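qHTS luciferase splicing reporter: luminescence rises when SMN2 exon 7 is included in transfected HEK293 cells. Compound exposure lasted 30-36 h at 37C, with 4.5 mM final sodium butyrate as control, followed by a ONE-Glo read.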
Tau fibril ThT: inhibitors of human tau fibril formation, thioflavin T binding; Potency, µM (doses to about 57.4 µM), for inactives: top-dose activity, negative = inhibition, hits mostly inhibitors; recombinant tau K18 P301L (four-repeat tau fragment), heparin-induced fibrillization, ThT fluorescence; actives 2.1% (n = 270,000); AID 1460; further: on the % scale 0 is the no-effect control and ±100 the full control effect; nearly all actives have a fitted effect of over 55% in size
Target sequence (P10636 561-689 P618L limits assumed): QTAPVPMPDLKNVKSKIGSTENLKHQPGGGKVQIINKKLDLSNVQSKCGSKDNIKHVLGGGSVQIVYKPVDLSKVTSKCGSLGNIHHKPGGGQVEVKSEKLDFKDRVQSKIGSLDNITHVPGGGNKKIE
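Heparin-induced fibrillization of the P301L-mutant K18 repeat-domain fragment of human tau was followed by ThT binding in quantitative high-throughput format.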
Luc counter: Kinase-Glo luciferase inhibition (counter-screen); Q27757; Kinase-Glo luciferase, ATP luminescence, 8 min; Potency, µM (top dose mostly 38.3 µM), inactives show top-dose activity change, negative = inhibition, most hits filed as inhibitors; actives 0.28% (n = 200,000); further: on the % scale 0 is the no-effect control and ±100 the full control effect; nearly all actives have a fitted effect of over 60% in size
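Recombinant Kinase-Glo luciferase, 10 uM ATP (linear range), luciferin; imidazole pH 7.2 / KCl / MgCl2 / Tween / BSA buffer; 8 min RT; luminescence.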
RECQ1 inh: blocks DNA unwinding by human RECQ1; actives 0.54% (n = 240,000); Potency, µM (top dose mostly 57.3 µM), without a hit: at the highest dose activity, negative = inhibition, usual class: inhibitors; RECQ1 DNA unwinding, red fluorescence kinetic read;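 further: plate controls were vehicle for no effect and no enzyme for full effect; nearly all actives have a fitted effect of over 30% in size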
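50 nM RECQ1T1 preincubated 15 min with compound in Tris pH 8.0 buffer with MgCl2, DTT, Tween-20 and 2.5 ug/ml poly(dI-dC); started with 200 nM TAMRA/BHQ-2 forked duplex and 2 mM ATP. Unwinding read as fluorescence (525/598 nm), two reads 2 h apart.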
ALDH1A1 block: ALDH1A1 (human) enzyme inhibition | P00352 | Purified ALDH1A1, NADH fluorescence, propionaldehyde substrate | Potency, µM (top dose mostly 75.3 µM), inactives show at the highest dose activity, negative = inhibition, hits mostly inhibitors | actives 7.3% (n = 220,000); active means well fitted inhibition curve with a large enough effect, not every such curve was filed as active; inconclusive means small, poorly fitted or top-dose-only effect, or another doubt; inactive means no such curve, though single readings can be large or run the other way;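 further: plate controls were no enzyme wells and a reference inhibitor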
Target sequence (P00352 whole entry, looked up): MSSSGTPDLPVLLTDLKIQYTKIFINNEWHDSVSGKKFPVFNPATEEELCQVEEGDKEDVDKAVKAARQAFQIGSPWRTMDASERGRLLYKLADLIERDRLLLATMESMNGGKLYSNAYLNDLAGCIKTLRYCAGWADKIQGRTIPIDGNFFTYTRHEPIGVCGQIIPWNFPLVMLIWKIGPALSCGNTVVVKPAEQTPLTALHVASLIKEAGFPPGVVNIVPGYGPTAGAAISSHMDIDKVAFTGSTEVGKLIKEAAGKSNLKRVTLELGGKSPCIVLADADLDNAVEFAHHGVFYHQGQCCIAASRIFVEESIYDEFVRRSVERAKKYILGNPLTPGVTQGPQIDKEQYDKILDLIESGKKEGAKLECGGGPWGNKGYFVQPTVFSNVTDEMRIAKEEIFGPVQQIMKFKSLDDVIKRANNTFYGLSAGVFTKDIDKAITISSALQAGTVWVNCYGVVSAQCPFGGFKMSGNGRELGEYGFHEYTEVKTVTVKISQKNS
LMNA splice mod: modulators of lamin A splicing; actives 0.01% (n = 200,000); HeLa LMNA splicing GFP/RFP minigene ratio, 48 h; Potency, µM (top dose mostly 46.1 µM), for inactives: at the highest dose ratio change, negative = inhibition, actives largely listed as inhibitors; active means well fitted inhibition curve with a large enough effect in the signal ratio, with a control signal flat, not every such curve was filed as active; inconclusive means small, poorly fitted or top-dose-only effect, or effect the other way, or a change in a side signal; the % refers to the signal ratio; further: on the % scale 0 is the no-effect control and ±100 the full control effect
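Read-out is the ratio of GFP to DsRed2 object intensity, acquired by 488 nm laser-scanning cytometry on HeLa lamin A-EGFP minigene reporter cells. Compound incubation 48 hrs at 37 °C in Opti-MEM with 2% FBS; DMSO 0.5% final.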
Numbers without * were called inactive; i = inactive; u = inconclusive; x = not tested or not shown; & = joins results of further samples; [ ] = dose if it differs, or a comment. Unless noted, the call rests on the fitted dose curve; in most records, active means well fitted curve in the direction sought with a large enough effect; inconclusive means small, poorly fitted or top-dose-only effect, or another doubt; inactive means no such curve, though single readings can be large; an effect the other way counts as inactive or inconclusive. Potency means the concentration at half of the fitted maximal effect. A portion of the library; count on the stated rates, not on these rows.

no.	Structure	L3MBTL1 inh	Tau fibril ThT	RECQ1 inh	ALDH1A1 block	SMN2 splice up	KDM4E inh	LMNA splice mod	Luc counter
1	CCSc1nc2nc(C)cc(C)n2n1	6%	4%	-15%	7%	8%	u	6%	0%
2	CCOC(=O)c1nnc2cc(C)nn2c1C	4%	-2%	-2%	x	x	0%	x	x
3	CNS(=O)(=O)c1cccc(C(=O)OCC(=O)Nc2cc(F)ccc2F)c1	1%	2%	-1%	8%	14%	-4%	x	1%
4	COc1ccc(C2(CNC(=O)Cc3ccccc3)CCCC2)cc1OC	2%	-5%	-3%	18%	-7%	12%	7%	0%
5	CN(C)C(=S)Nc1ccc2c(c1)OCO2	0%	u	i	10µM*	17%	-15%	-4%[46 µM]	-2%
6	CS(=O)(=O)NCCSCc1c(F)cccc1Cl	5%	-5%	0%	1%	-14%	-3%	u	-1%
7	Cc1nnc(N/N=C/c2ccco2)n1N	x	u	i	8%	-4%	28µM*	-5%[46 µM]	1%
8	Cc1ccc2oc(=O)n(CC(=O)O)c2c1	x	-13%	-3%	-9%	-9%	-11%	-1%	2%
9	O=C(CCCCCn1c(=O)[nH]c2ccsc2c1=O)N1CCN(C2CCCCC2)CC1	0%	-5%	-2%	u	-2%	-2%	6%	13%
10	CCN1C(=O)C(=O)N(CC(=O)Nc2ccccc2Oc2ccccc2)C1=O	x	-4%	i	0%	21%	9%	x	-3%
11	Cn1c(CN2CCCC2)nc2cc(NC(=O)COc3ccc(Cl)cc3)ccc21	x	-10%	i	-6%	-34%[inhibitor]	-4%	-7%	2%
12	Cc1cc(OCC(=O)N(C)C2CCCCC2)cc(C)c1Cl	x	-18%	-12%	u	23%	-7%	10%[46 µM]	6%
13	COC(=O)c1ccc(-n2nnnc2SC)cc1	7%	-14%	i	28µM*	1%	7%	-4%	0%
14	COc1ccc(NC(=O)C(C)SCc2ccccc2)cc1 (stereo unspecified)	45%[activator]	6%	8%	1%	x	-25%	x	3%
15	CCOC(=O)c1c(-c2ccsc2)csc1N	-5%	u	-13%	-9%	-1%	-12%	21%	-3%
16	CC(C)OCCCN1C(=O)c2ccccc2C1C(=O)NC1CCCCC1 (stereo unspecified)	1%	5%	-11%	12%	-9%	-2%	3%	1%
17	O=C(Nc1ccc(Cl)cn1)C1COc2ccccc2O1 (stereo unspecified)	-8%	-8%	-17%	22µM*	x	5%	x	-10%
18	O=C(O)c1cccc(N2C(=O)CSC2c2c(F)cccc2Cl)c1 (stereo unspecified)	5%	4%	i	u	-24%	2%	-9%	0%
19	Cc1cc(C)cc(OCC(=O)N2N=C(c3cccnc3)CC2(O)C(F)(F)F)c1 (stereo unspecified)	-2%	-10%	1%	u	-42%[inhibitor]	1%	u	0%
20	Cc1cccc(Nc2nc(N3CCCCC3)nc(N3CCCCC3)n2)c1	14%	-3%	-7%	6%	-35%[inhibitor]	-1%	u	2%
21	CC1CC(C)CN(CCCNC(=O)c2cc3c(=O)[nH]c4ccccc4c3n2C)C1 (stereo unspecified)	x	-3%	-6%	-12%	x	u	x	x
22	C=CCOc1ccccc1CNCCNC(=O)c1nonc1N	-3%	-8%	15%	-1%	5%	-16%	x	1%
23	CCCC(=O)OCC(=O)Nc1cc(C(C)(C)C)nn1-c1ccccc1	x	-4%	i	-2%	-5%	-5%	0%	2%
24	Cc1ccc(Nc2nc(C)nc3c2oc2ccccc23)cc1	3%	u	0%	x	x	x	x	x

Overlap with the part before: two entries, then new ones.
no.	Structure	L3MBTL1 inh	Tau fibril ThT	RECQ1 inh	ALDH1A1 block	SMN2 splice up	KDM4E inh	LMNA splice mod	Luc counter
23	CCCC(=O)OCC(=O)Nc1cc(C(C)(C)C)nn1-c1ccccc1	x	-4%	i	-2%	-5%	-5%	0%	2%
24	Cc1ccc(Nc2nc(C)nc3c2oc2ccccc23)cc1	3%	u	0%	x	x	x	x	x
25	CC(C)(C)NC(=O)NC(=O)COC(=O)c1cccc(NS(=O)(=O)c2ccc(F)c(F)c2)c1	-3%	-3%	-8%	27%	2%	-4%	-13%	2%
26	COc1ccccc1-n1c(=O)oc2ccc(Cl)cc2c1=O	4%	u	-6%	u	x	10%	u	-3%
27	CCOc1ccc(S(=O)(=O)NC(C)C)cc1C(N)=O	-10%	15%	17%	-5%	-6%	-8%	x	-2%
28	O=C(Cn1cccc1)N1CCN(C(c2ccccc2)c2ccccc2)CC1	-1%	-7%	-1%	u	4%	4%	-9%	-3%
29	COc1ccc(C(=O)N2CCC(C(=O)Nc3ccc4c(c3)OCCO4)CC2)cc1	x	-17%	-5%	-3%	-16%	6%	6%	13%
30	CCOc1cccc2cc(-c3nnc(NCc4ccco4)s3)c(=O)oc12	-5%	u	i	4%	-14%	u	u	-4%
31	Cc1cccc(NC(=S)N2CCCCC2)c1	4%	8%	-7%	2%	-7%	6%	-2%	4%
32	O=C(Nc1cccc(NC(=O)C2CC2)n1)C1CC1	-21%	-5%	1%	-2%	-32%	-5%	22%	-10%
33	CCCC[n+]1ccn(-c2nc3ccccc3nc2[N-]S(=O)(=O)c2ccccc2)c1	x	-18%	-4%	u	-8%	u	-3%	15%
34	CC(=O)c1cc2c(C)c(C(=O)c3ccccc3)oc2cc1O	-2%	-18%	2%	u	-7%[1.84 µM]	3%	-2%	-1%
35	CCOC(=O)N1CCN(C(=O)CSc2ccc3nnc(CCNC(=O)c4ccccc4)n3n2)CC1	x	-1%	-1%	-15%	-5%	u	u	1%
36	Cc1nc2ccccc2n1CC(O)Cn1c2ccccc2c2ccccc21 (stereo unspecified)	x	u	-10%	7%	-2%	-8%	-10%	-3%
37	NC(=O)c1ccsc1NC(=O)c1ccc(S(=O)(=O)N2CCCCC2)cc1	x	-15%	-12%	u	-7%	u	-1%	-4%
38	O=C(Cn1nnc(-c2cccc(C(F)(F)F)c2)n1)NC1CCCC1	-1%	-8%	i	20%	-17%	7%	0%	14%
39	C/C(CC(=O)Nc1ccc(Cl)cc1Cl)=N\NC(=O)C(=O)NCCO	10%	-9%	-1%	u	5%	3%	14%	1%
40	CCC1=C(OC(=O)N(CC)CC)N2C(=O)OC(=NCC(=O)OC)[C@]2(Cc2ccccc2)[C@H]2C1=CC[C@H]1C(=O)NC(=O)[C@H]12	x	-3%&-1%	-5%&0%	-11%	-14%	11%&8%	x	-5%
41	O=C(CC(SCCO)c1ccc(F)cc1)c1ccco1 (stereo unspecified)	-3%	u	2%	28µM*	14%	-15%	u	-20%
42	Cc1ccc(N(C(=O)Cn2nnc(-c3ccc(F)cc3)n2)C(CC(C)C)C(=O)NCC2CCCO2)cc1 (stereo unspecified)	-3%	1%	16%	1%	-31%[inhibitor]	-1%	13%	-5%
43	COc1ccc(CCNC(=S)NCCc2c[nH]c3ccccc23)cc1	-26%	u	-5%	-4%	2%	4%	-24%[46 µM]	-1%
44	CCn1c(C)nc2cc(C(=O)NNC(=O)Nc3ccc(Cl)c(Cl)c3)ccc21	5%	1%	-13%	-2%	x	13%	x	2%
45	Cc1cc(CNC(=O)COc2cc(F)ccc2[N+](=O)[O-])c2ccccc2n1	x	-6%	1%	3%	-55%[inhibitor]	7%	x	-1%
46	Cc1cccc(NC(=O)CNc2cc(C)ccc2C)c1	-11%	u	i	u	-2%	7%	5%	15%
47	Cc1nnc(-c2ccccc2)c[n+]1[O-]	5%	-2%	-6%	5%	-18%	0%	-2%	-2%
48	COc1cc(-c2nnc(-c3ccc(S(=O)(=O)c4ccccc4)cc3)o2)cc(OC)c1OC	4%	-3%	i	x	2%	u	16%	11%
49	Cc1cccc(N=C(N2CCOCC2)P(=O)(N2CCOCC2)N2CCOCC2)c1	7%	10%	-1%	1%	-4%	1%	-7%	-3%
50	Cc1cc(C)n2nc(C(=O)Nc3ccc(S(=O)(=O)N4CCCCC4)cc3)nc2n1	x	-4%	i	u	18%	u	-2%	-4%
51	Cc1ccc(CS(=O)(=O)c2ccccc2-c2nnc(-c3ccc(Cl)cc3)o2)cc1	3%	7%	-9%	-7%	-6%	u	8%	-3%
52	Cc1nc(NC(=O)CC(C)C)sc1-c1csc(Nc2ccc(Cl)cc2)n1	-2%	u	i	u	-49%[inhibitor]	-27%	9%[0.0737 µM]	1%
53	O=C(Nc1c(Cl)cccc1Cl)C1CCC1	1%	-3%	i	14%	6%	3%	7%	-6%
54	CN(CC(=O)Nc1ccc(F)cc1)C(=O)COc1ccc([N+](=O)[O-])cc1Cl	x	-5%	0%	-1%	20%	3%	x	0%
55	CC(C)(C)NS(=O)(=O)c1ccc2nc(NC(=O)Cc3cccs3)sc2c1	-5%	3%	-11%	1%	7%	1%	-17%	2%
56	COc1ccc(-c2nnc3ccc(SCC(=O)Nc4cc(C)on4)nn23)cc1	x	8%	-1%	1%	-23%	-8%	u	5%
57	O=C(O)CCc1ccc(-c2cccs2)n1CCc1ccccc1	-17%	u	i	u	x	u	x	4%
58	CC(C)(C)NS(=O)(=O)c1ccc(OCC(=O)NCCC2=CCCCC2)cc1	x	-8%	-14%	-3%	-14%	-8%	-1%	3%
59	CCN1CCN(CCNC(=O)c2ccc(CS(=O)(=O)c3ccccc3C)o2)CC1	-15%[11.4 µM]	16%	-3%	-13%	29%	4%	8%	1%
60	O=C(NC(Nc1nc2ccc([N+](=O)[O-])cc2s1)(C(F)(F)F)C(F)(F)F)c1ccccc1Cl	-6%	u	0%	u	-78%[inhibitor]	-9%	u	1%
61	Cn1cc(CNCc2cnc3ccccn23)c(-c2ccc(Oc3ccccc3)cc2)n1	-30%	-17%	i	-13%	x	u	u	3%
62	Cc1cc(C)nc(N/N=C/c2ccccc2OCc2ccccc2)n1	-2%	0%	-6%	0%	-2%	-8%	u	0%
63	O=C(NCc1ccc(F)cc1)C1CCN(S(=O)(=O)N2CCC3(CC2)OCCO3)CC1	49%[activator]	12%	-6%	u	-11%	7%	8%	-2%
